Myeloid diff MLP = myeloid differentiation induction; calls only at 10 µM; actives 1% (n = 360,000); ER-HoxA9 myeloid progenitors, lysozyme-GFP differentiation, flow cytometry; AID 624256;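 active = normalized GFP-positive differentiation at or above the plate's own cutoff, the solvent-only control mean plus 3 SD; inconclusive = no clear call, values can overlap the other calls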;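 also: cells exposed to compound for four days before flow analysis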
Myeloid diff MLP GFP+ MAC1+ % = also measured in Myeloid diff MLP; calls as there; GFP+ MAC1+ double positive, %; measured here: differentiation confirmed by MAC1 staining
An asterisk follows results filed as active; i = inactive; ? = inconclusive; nt = not tested or not shown; + = active, no number. Not all compounds are listed (hit frequency here may not be typical).

The first 12 entries, ahead of the listing:
SMILES	Myeloid diff MLP	Myeloid diff MLP GFP+ MAC1+ %
C[C@H]1CN([C@@H](C)CO)C(=O)CCCn2nncc2CO[C@H]1CN(C)S(=O)(=O)c1cccc(F)c1	i	3.2
O=C1NC[C@H](Cc2ccccc2)N(C[C@@H]2CCCN2C[C@H](Cc2ccc(O)cc2)N2C[C@H](Cc3ccc(O)cc3)N(CCc3ccccc3)C(=O)C2=O)C1=O	i	1.4
CCc1nc2ccc(C(=O)NCCN3CCCC3)cn2c1N(C)Cc1ccc(OC)cc1	i	1.0
Cc1ccc(Cc2c(-c3ccc(Cl)cc3)nc3c(Cl)cc(C(F)(F)F)cn23)cc1	i	0.8
Cc1ccc2nc(-c3ccc(Cl)cc3)c(Cc3ccccn3)n2c1	i	1.4
CC(C)(C)S(=O)(=O)N1C[C@H]2CC/C=C\C/C=C\2[C@@H]1CCO	i	1.1
CCOC(=O)C1=C[C@@H](C(C)(C)C)N(S(=O)(=O)c2ccc(C)cc2)[C@H]1c1cccc2ccccc12	i	1.1
COCCNC(=O)C1CCCN(C(=O)c2ccc3c(c2)C(C)(C)CCC3(C)C)CC1 (stereo unspecified)	i	0.5
CCCCCCn1cc(CN2CC(N(C)CC)CS2(=O)=O)nn1 (stereo unspecified)	i	0.8
C=CCNC(=O)c1ccsc1N	i	1.0
CCOc1ccc(Cl)cc1-c1cc(C(=O)NCCOC)[nH]n1	i	0.6
O=c1c2ccccc2nnn1-c1ccccc1[N+](=O)[O-]	i	0.5

This part in full, repeating the preview:
SMILES	Myeloid diff MLP	Myeloid diff MLP GFP+ MAC1+ %
C[C@H]1CN([C@@H](C)CO)C(=O)CCCn2nncc2CO[C@H]1CN(C)S(=O)(=O)c1cccc(F)c1	i	3.2
O=C1NC[C@H](Cc2ccccc2)N(C[C@@H]2CCCN2C[C@H](Cc2ccc(O)cc2)N2C[C@H](Cc3ccc(O)cc3)N(CCc3ccccc3)C(=O)C2=O)C1=O	i	1.4
CCc1nc2ccc(C(=O)NCCN3CCCC3)cn2c1N(C)Cc1ccc(OC)cc1	i	1.0
Cc1ccc(Cc2c(-c3ccc(Cl)cc3)nc3c(Cl)cc(C(F)(F)F)cn23)cc1	i	0.8
Cc1ccc2nc(-c3ccc(Cl)cc3)c(Cc3ccccn3)n2c1	i	1.4
CC(C)(C)S(=O)(=O)N1C[C@H]2CC/C=C\C/C=C\2[C@@H]1CCO	i	1.1
CCOC(=O)C1=C[C@@H](C(C)(C)C)N(S(=O)(=O)c2ccc(C)cc2)[C@H]1c1cccc2ccccc12	i	1.1
COCCNC(=O)C1CCCN(C(=O)c2ccc3c(c2)C(C)(C)CCC3(C)C)CC1 (stereo unspecified)	i	0.5
CCCCCCn1cc(CN2CC(N(C)CC)CS2(=O)=O)nn1 (stereo unspecified)	i	0.8
C=CCNC(=O)c1ccsc1N	i	1.0
CCOc1ccc(Cl)cc1-c1cc(C(=O)NCCOC)[nH]n1	i	0.6
O=c1c2ccccc2nnn1-c1ccccc1[N+](=O)[O-]	i	0.5
C[C@@H]1CN([C@@H](C)CO)S(=O)(=O)c2ccc(/C=C/c3ccccc3)cc2O[C@@H]1CN(C)Cc1ccc(C(=O)O)cc1	i	0.6
CC(C)(C)S(=O)N1Cc2cc(C(=O)NCCCN3CCOCC3)nc(-c3cccc(-c4cc5ccccc5o4)c3)c2[C@@H]1CCO (stereo partly specified)	i	1.9
CN1c2ccccc2SC2C(c3ccccc3)=NOC21 (stereo unspecified)	i	1.4
CCCCNC(=O)C1(C)CCCCN1Cc1ccccc1-c1ccccc1 (stereo unspecified)	i	0.5
CCC(=O)N1CCC(C)(C(=O)NCc2ccc(F)cc2)C1 (stereo unspecified)	i	2.4
CCCNC(=O)C1(C)CCN(C(=O)/C=C/c2ccccc2)C1 (stereo unspecified)	i	1.1
CC(=O)Nc1cc(-c2cccc(N)c2)cn2c(-c3ccc(C(C)=O)cc3)cnc12	i	1.2
CCCCN1C(=O)C(CC(=O)NCc2ccco2)CC(C(=O)N(C)C)=C1C (stereo unspecified)	i	0.7
O=C(NCc1cccnc1)c1cc(C2CCCN(S(=O)(=O)c3cccs3)C2)on1 (stereo unspecified)	i	1.3
Cc1ccc(Cc2c(-c3cccc(Cl)c3)nc3ccc(Br)cn23)cc1	i	0.6
CCCNC(=O)C1(C)CCCN(Cc2ccccc2C#N)C1 (stereo unspecified)	?	nt
COc1ccc(C(NC(=O)C2CCN(CCCc3ccccc3)CC2)c2cccs2)cc1 (stereo unspecified)	i	1.4
COc1cccc(-c2oc3c(c2C(=O)OCCN2CCCCC2)C(O)CCC3)c1 (stereo unspecified)	i	1.2
COC(=O)[C@]12CCCCC=C1N(CCc1ccc(OC)c(OC)c1)C(=O)[C@H](CC(=O)N1CCC(c3ccccc3)CC1)C2	i	3.0
C[C@H](CO)N1C[C@H](C)[C@@H](CN(C)Cc2ccccc2F)Oc2ncc(Br)cc2C1=O	i	2.6
CC(=O)CSc1nc2nccnc2[nH]1	i	0.5
CC1(C(=O)Nc2cccc(C#N)c2)CCN1C(=O)Cc1ccc(-c2ccccc2)cc1 (stereo unspecified)	i	0.0
CC(O)(c1cccc(F)c1)c1nc(-c2ccc3c(c2)OCO3)cs1 (stereo unspecified)	i	0.0
N#Cc1ccc(C(C(=O)NCc2ccccc2)n2c(=O)c(-c3ccco3)nc3ccccc32)cc1 (stereo unspecified)	i	2.4
CCc1nc2c(OCC(=O)C(C)(C)C)cccn2c1N(C=O)Cc1ccccc1	i	1.2
c1ccc(N=Nc2ccc(C3=NCCO3)cc2)cc1	i	0.5
O=C(NCCc1ccccc1C(F)(F)F)c1cc(COc2ccccc2)on1	i	0.3
NS(=O)(=O)c1ccc(NC(=O)CN(C(=O)C(F)(F)F)C2CCCC2)cc1	i	0.3
OC(c1ccc(F)cc1)c1ncc(-c2ccc(Oc3ccccc3)cc2)[nH]1 (stereo unspecified)	i	2.4
CN(C)C(=O)c1cccc(-c2ccc3nncn3c2)c1	i	1.3
CCOC(=O)c1ccn(S(=O)(=O)c2ccc(C)cc2)c1-c1ccccc1	i	1.4
CC(O)CC(=O)OC[C@]12CC[C@H]3[C@@](C)(CC[C@H]4C(C)(C)CCC[C@]34C)[C@@H]1CC(C1=CC(=O)OC1O)O2 (stereo partly specified)	i	2.9
COc1ccc(OC)c(S(=O)(=O)NC(=O)C2(C)CCN2C(=O)Cc2ccccc2Cl)c1 (stereo unspecified)	i	0.6
CCCCCCn1c(=O)n2n(c1=O)[C@@H]1CN(S(=O)(=O)c3ccc(C)cc3)C[C@]1(O)[C@@H](OC(=O)Nc1c(C)noc1C)C2	i	0.3
COC(=O)[C@@]1(Sc2ccc(C)cc2)CC(=O)N(C(=O)CCc2ccccc2)[C@@H]1c1ccccc1	i	0.5
CC(C)(C)OC(=O)Nc1ccccc1-n1nnnc1C(C(=O)c1ccc(F)cc1)N1CCOCC1 (stereo unspecified)	i	1.5
CNc1cncc(-c2ccc(S(C)(=O)=O)cc2)n1	i	1.7
CC(C)C[C@H]1COc2cc(N3CCC[C@@H]3CO)ccc2S(=O)(=O)N1	i	2.4
O=C(CCN1N=C(c2ccccc2)CCC1=O)NC1CCCCC1	i	1.6
Clc1cccc(Cc2c(-c3ccccc3)nc3ccc(Cl)cn23)c1	i	0.7
Cc1cc(S(=O)(=O)N2CCCCC2CCNC(=O)C(=O)NCCN2CCOCC2)ccc1F (stereo unspecified)	i	0.4
C=CCN(CC=C)Cc1cc(=O)oc2cc(C)ccc12	i	0.7
COc1cccc(-c2nnc(NC(=O)CCS(=O)(=O)c3ccc(F)cc3)o2)c1	i	1.2
O=C(Nc1ccc(C(=O)O)cc1)/C(=C\c1ccc2c(c1)OCO2)NC(=O)c1ccccc1Cl	i	0.3
O=C1NC[C@@H](CCCCN2C[C@H](Cc3ccc(O)cc3)N(CCc3ccccc3)C(=O)C2=O)N(CCc2ccccc2)C1=O	i	0.6
Cc1cccc(C)c1-n1nnnc1C1(C)CCC(=O)N1CCc1ccc(O)cc1 (stereo unspecified)	i	1.3
COc1ccccc1CCC(=O)NNC(=O)Cn1nc(C)cc1C	i	1.9
OC[C@@H]1CN(Cc2ccc(Cl)cc2)C[C@H](n2cnc3c(NC4CCC4)ncnc32)O1	i	0.5
Cc1ccc(S(=O)(=O)NC(C)C(=O)NCc2ccc(Cl)cc2)cc1 (stereo unspecified)	i	0.5
CCOC(=O)[C@]12CCCC=C1N(Cc1ccc3c(c1)OCO3)C(=O)[C@H](CC(=O)N1CCOCC1)C2	i	0.5
CCOC(=O)COc1ccccc1/C=N/Nc1nnc2c3ccccc3n(C)c2n1	i	0.8
CCN(CC)CCn1c(/N=C/c2ccc(OC)c(OC)c2)nc2ccccc21	i	0.9
CC(=O)Nc1ccc(CNc2nc3cc(-c4ccsc4)sc3c(=O)n2C)cc1	?	nt

Next section.
SMILES	Myeloid diff MLP	Myeloid diff MLP GFP+ MAC1+ %
C[C@@H]1CCCCO[C@H](CN(C)Cc2ccc3c(c2)OCO3)[C@H](C)CN([C@@H](C)CO)C(=O)c2cc(NC(=O)c3ccccc3)ccc2O1	i	0.2
NC(=O)CSc1nnc(-c2cccc(S(=O)(=O)N3CCOCC3)c2)o1	i	0.5
O=C(Nc1ccc(Oc2ccccc2)cc1)c1ccc2sc([C@H]3C[C@H](O)[C@@H](CO)O3)nc2c1	i	2.2
COc1cccc(-c2cc(NC=O)c3ncc(-c4cc(OC)c(OC)c(OC)c4)n3c2)c1	?	nt
CCCCn1nnnc1C(c1cc2ccccc2o1)N(C)Cc1ccc(Cl)cc1 (stereo unspecified)	i	0.7
Cn1nc(C(C)(C)C)cc1C(=O)N1CCCCC1c1cc(C(=O)Nc2cccc(C#N)c2)no1 (stereo unspecified)	i	1.1
C[C@@H]1CN([C@H](C)CO)C(=O)CCCn2nncc2CO[C@H]1CN(C)C(=O)c1ccc(N2CCN(C)CC2)cc1	i	0.9
COc1ccccc1Cc1c(-c2ccc(OC)c(OC)c2)nc2ccc(Cl)cn12	i	1.0
O=S1(=O)CC(N2CCCC2)CN1Cc1cn(Cc2ccc(F)cc2)nn1 (stereo unspecified)	i	1.5
COc1cc(F)ccc1-c1csc(C(O)c2ccccc2)n1 (stereo unspecified)	i	0.7
CCCCCNC(=O)C(c1ccccc1)n1c(=O)c(-c2cc3ccccc3[nH]2)nc2ccccc21 (stereo unspecified)	i	6.7
O=C(Nc1ccccc1Oc1ccccc1)[C@@H]1O[C@H](CO)[C@H](O)[C@H](O)[C@H]1O	i	1.2
CC(=O)N[C@@H]1C=C[C@@H](CC(=O)NCc2ccc(Cl)cc2)O[C@@H]1CO	i	2.2
Cc1cn([C@H]2C[C@H](O)[C@@H](/C=C/C(=O)N3CCN(Cc4ccc(F)cc4)CC3)O2)c(=O)[nH]c1=O	i	1.3
C[C@@H]1ON(C)[C@H]2C[C@H]3c4[nH]c5ccc(-c6ccc7c(c6)OCO7)cc5c4CCN3C[C@@H]12	i	0.5
COc1ccccc1Cc1c(-c2ccc(C#N)cc2)nc2c(C)cc(Br)cn12	i	0.7
Nc1ncnc2c1ncn2C1OC(CO)C2OC21 (stereo unspecified)	i	1.0
C[C@@H]1CN([C@@H](C)CO)C(=O)c2cc(C3=CCCCC3)cnc2O[C@H]1CN(C)C(=O)Nc1cccc(F)c1	i	0.7
CC(=O)Nc1cccc(-c2ccnc3c2CC(C)(C(=O)NCc2cccc(Cl)c2)O3)c1 (stereo unspecified)	i	3.1
COc1cc(CNc2nc3ccccc3n2Cc2ccccc2)ccc1O	i	0.7
CCOC(=O)[C@]12CCCC=C1N(CCC1=CCCCC1)C(=O)[C@H](CC(=O)N1CCN(C(=O)C3CC3)CC1)C2	i	3.1
COc1ccccc1COc1cccn2c(N(C)C(=O)CCC3CCCC3)c(C)nc12	+	3.6*
O=C(Nc1cccc(C(F)(F)F)c1)c1csc([C@@H]2O[C@H](CO)[C@@H](O)[C@H]2O)n1	i	0.8
Nc1c([N+](=O)[O-])cc2c3c(cccc13)CC2	i	1.6
O=C(NCc1cccnc1)c1csc([C@@H]2O[C@H](CO)[C@H](O)[C@H](O)[C@H]2O)n1	i	0.8
Cc1nc(=O)c(-c2ccccc2)c(C)n1-c1ccccc1Cl	i	0.9
O=C(OCCO)c1c(C2=CCCCC2)oc2c1C(OCCO)CCC2 (stereo unspecified)	i	1.1
COc1ccc(C)cc1/C=C/C(=O)N1CCN(S(=O)(=O)c2cccs2)CC1	i	2.4
C#CCNC(=O)C[C@@H]1C[C@@]2(C(=O)OC)CCCCC=C2N(CCc2ccc(OC)c(OC)c2)C1=O	i	0.7
O=C(NCc1cccnc1)c1cc(C2CCCN(C(=O)C3CCCCC3)C2)on1 (stereo unspecified)	i	0.6
COC(=O)C[C@@H]1C[C@@H]2c3cc(NC(=O)NC4CCCCC4)ccc3O[C@@H]2[C@H](CO)O1	i	0.4
COc1ccc(CN2C[C@H](O)COC[C@@H]3O[C@H](CC(=O)NCc4ccncn4)CC[C@H]32)cc1	i	1.7
COc1ccccc1S(=O)(=O)N(C)C[C@@H]1OCc2cnnn2CCCC(=O)N([C@@H](C)CO)C[C@H]1C	i	0.6
O=C([C@H]1O[C@@H](n2ccc(=O)[nH]c2=O)[C@H](O)[C@@H]1O)N(CCC1=CCCCC1)CC1CC1	i	0.1
O=C(N=C1SC2CS(=O)(=O)CC2N1Cc1ccccc1)c1ccccc1 (stereo unspecified)	i	0.0
COc1cccc(NC(=O)C2(C)CCN2Cc2ccc(SC)cc2)c1 (stereo unspecified)	i	0.6
Cc1cc(F)ccc1C(O)c1ncc(-c2ccc(Oc3ccccc3)cc2)[nH]1 (stereo unspecified)	i	1.0
COc1cc(C2(C)SCCCS2)cc(OC)c1OC	i	1.9
COc1ccc(S(=O)(=O)NC(=O)C2(C)CCN2C(=O)CC2CCCC2)cc1 (stereo unspecified)	i	1.1
CCC(=O)N1CCC1(C)C(=O)Nc1ncc(C)s1 (stereo unspecified)	i	1.7
COC(=O)C1(C)CCc2c(ccc3ccccc23)C1=O (stereo unspecified)	i	1.0
CC1=C(C(=O)N2CCOCC2)CC(CC(=O)NC2CCCCC2)C(=O)N1Cc1ccc(F)cc1 (stereo unspecified)	i	0.5
